High-throughput results (PubChem BioAssay)
TDP1 cell noCPT: qHTS for Inhibitors of human tyrosyl-DNA phosphodiesterase 1 (TDP1): qHTS in cells in absence of CPT. DT40 Tdp1-/- hTDP1 cells, no CPT, ATP luminescence, 48 h. Potency, µM (highest dose often 46.2 µM), without a hit: top-dose activity change, negative = growth inhibition, usual class: inhibitors. hit rate 15% among 420,000. AID 686978, 2013; also: nearly all actives have a fitted effect of over 55% in size
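Growth of hTDP1-complemented DT40 Tdp1-knockout cells is measured by ATP luminescence after at least 48 hr compound exposure at 37 °C, with DMSO substituting for the 20 nM CPT used in the parallel screen.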
KAT2A inh: qHTS Assay for Inhibitors of GCN5L2. Potency, µM (top dose mostly 58.9 µM), without a hit: top-dose activity change, negative = inhibition, actives largely listed as inhibitors. Histone acetyltransferase KAT2A (Homo sapiens), Q92830. hit rate 0.21% among 390,000. GCN5L2 HAT assay, ThioGlo1 CoA-SH fluorescence
Target sequence (Q92830 whole entry, looked up): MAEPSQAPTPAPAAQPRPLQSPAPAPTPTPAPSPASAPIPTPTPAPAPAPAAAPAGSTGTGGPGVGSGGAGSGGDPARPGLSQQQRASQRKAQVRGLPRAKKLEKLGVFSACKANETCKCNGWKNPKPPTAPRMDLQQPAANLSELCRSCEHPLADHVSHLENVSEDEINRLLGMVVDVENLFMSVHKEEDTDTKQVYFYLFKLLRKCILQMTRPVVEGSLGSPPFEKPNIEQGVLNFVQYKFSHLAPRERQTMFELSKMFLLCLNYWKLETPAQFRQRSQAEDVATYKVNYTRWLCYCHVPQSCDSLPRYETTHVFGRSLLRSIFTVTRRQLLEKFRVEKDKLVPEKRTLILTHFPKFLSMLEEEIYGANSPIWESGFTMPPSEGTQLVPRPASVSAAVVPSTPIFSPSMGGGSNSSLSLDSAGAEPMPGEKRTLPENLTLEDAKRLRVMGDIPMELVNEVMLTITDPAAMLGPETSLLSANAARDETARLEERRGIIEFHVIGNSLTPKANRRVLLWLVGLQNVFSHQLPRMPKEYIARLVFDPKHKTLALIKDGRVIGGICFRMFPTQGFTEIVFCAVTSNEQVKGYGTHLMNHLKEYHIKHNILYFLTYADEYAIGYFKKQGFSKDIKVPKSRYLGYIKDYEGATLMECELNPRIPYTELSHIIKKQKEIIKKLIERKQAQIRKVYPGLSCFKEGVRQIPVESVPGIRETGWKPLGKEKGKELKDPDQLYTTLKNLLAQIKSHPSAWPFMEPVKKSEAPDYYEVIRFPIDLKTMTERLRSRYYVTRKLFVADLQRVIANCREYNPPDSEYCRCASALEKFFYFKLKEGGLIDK
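Free CoA generated was detected with ThioGlo1 (50uM) fluorescence at Ex340nm/Em540nm, read immediately and after 20 min at room temperature. Enzyme, 20 nM in HEPES pH 7.5 buffer, saw compounds 15 min before adding 75uM H3(1-25) peptide and 70uM acetyl-CoA.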
TDP1 inh: qHTS Assay for Inhibitors of Tyrosyl-DNA Phosphodiesterase (TDP1); hit rate 0.28% among 350,000; recombinant TDP1, AlphaScreen DNA substrate cleavage; AID 485290, 2010; Tyrosyl-DNA phosphodiesterase 1 (Homo sapiens), Q9NUW8; Potency, µM (top dose mostly 130 µM), inactives show at the top dose activity change, negative = inhibition, hits mostly inhibitors; also: nearly all actives have a fitted effect of over 40% in size
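AlphaScreen read-out: signal falls as enzyme removes the 3' tyrosine-FITC from a 5'-biotinylated DNA oligo (15 nM, 5 min, RT). Enzyme was E. coli-made recombinant Tdp1 at 1 nM, exposed to compound for 15 min beforehand; beads 10 ug/ml, 10 min.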
Active calls of the source: *; & = joins results of further samples; [ ] = remark or other dose. Calls follow the shape of the dose curve; as a rule, active = well fitted curve in the direction sought with a large enough effect; inconclusive = small, poorly fitted or top-dose-only effect, or another doubt; inactive = no such curve, though single readings can be large; an effect the other way counts as inactive or inconclusive. % is scaled to controls: 0 for no effect and ±100 for the full control effect; potency is read from the fitted curve at half-maximal effect. This is a subset; the hit share may differ from the screen's.

Cc1cc(C(=O)OCC(=O)c2ccc(Br)s2)c(C)o1 was read as KAT2A inh -3% and TDP1 inh -2%.
CC(C)c1ccc(NC(=O)c2ccc(NC(=O)CCS(=O)(=O)c3cccs3)cc2)cc1 was read as TDP1 cell noCPT -24%, KAT2A inh 0% and TDP1 inh 4%.
Screening CC(C)C(=O)NC(=S)Nc1ccccc1C(=O)Nc1ccccc1 returned TDP1 cell noCPT -15%, KAT2A inh -4% and TDP1 inh 0%.
Screening CC(C)OC(=O)/C(=C\c1cccc2ccccc12)NC(=O)c1ccccc1 returned TDP1 cell noCPT inconclusive, KAT2A inh -5% and TDP1 inh 2%.
CC1CN(C(=O)CCC(=O)NCCCN2C(C)CCCC2C)c2ccccc2O1 (stereo unspecified) was read as TDP1 cell noCPT -13% and KAT2A inh -8%.
CC(C)CNC(=O)c1ccccc1NC(=O)Nc1ccccc1 was read as TDP1 cell noCPT -22%, KAT2A inh -5% and TDP1 inh 3%.
For Cn1c(=O)c2c(nc(NCC3CCCC(CN)C3)n2Cc2ccc(Cl)cc2Cl)n(C)c1=O (stereo unspecified) the results were TDP1 cell noCPT 5.8µM* and KAT2A inh -7%.
CCOC(=O)c1cc(-c2ccccc2)n(-c2cccc(C(=O)Nc3ccc(OC)cc3)c2)c1C was read as TDP1 cell noCPT inconclusive, KAT2A inh -11% and TDP1 inh 5%.
`COc1ccc(N2CC(C(=O)NCCS(=O)(=O)N3CCN(c4ccccc4)CC3)CC2=O)cc1` (stereo unspecified) gave TDP1 cell noCPT 2%&-3%, KAT2A inh -3%&-10% and TDP1 inh 0%&2%.
Cn1nc(C(F)(F)F)c(-c2ccccc2)c1N was read as TDP1 cell noCPT -14%, KAT2A inh -6% and TDP1 inh -5%.

The list goes on (2 carried over from the part before).
`COc1ccc(N2CC(C(=O)NCCS(=O)(=O)N3CCN(c4ccccc4)CC3)CC2=O)cc1` (stereo unspecified) gave TDP1 cell noCPT 2%&-3%, KAT2A inh -3%&-10% and TDP1 inh 0%&2%.
Cn1nc(C(F)(F)F)c(-c2ccccc2)c1N was read as TDP1 cell noCPT -14%, KAT2A inh -6% and TDP1 inh -5%.
For CC(C)(C)NC(=O)C(c1ccncc1)N(C(=O)Cn1nnc(-c2ccc(F)cc2)n1)c1ccc(F)cc1 (stereo unspecified) the results were TDP1 cell noCPT -1%, KAT2A inh -2% and TDP1 inh 0%.
For CNC(=O)CSc1nc(SC)ns1 the results were TDP1 cell noCPT 11%, KAT2A inh -1% and TDP1 inh 6%.
`CCCCN(C)C(=O)c1cn(-c2cccc(OC)c2)c(=O)c2ccccc12` gave TDP1 cell noCPT 6% and KAT2A inh -5%.
For O=C(COC(=O)c1cccc2c1C(=O)c1ccccc1C2=O)NC1CCCCC1 the results were TDP1 cell noCPT inconclusive, KAT2A inh -3% and TDP1 inh 8%.
Screening O=C1N=c2ccc(Br)cc2=C1c1sc(=S)n(NS(=O)(=O)c2ccccc2)c1O returned TDP1 cell noCPT -2%, KAT2A inh inconclusive and TDP1 inh 10%.
Screening C=CCNC(=S)NNC(=O)c1ccccc1 returned TDP1 cell noCPT -7%, KAT2A inh -5% and TDP1 inh 5%.
`CC(=O)Nc1nc(NC(=O)/C=C/c2ccccc2)n(-c2ccccc2)n1` gave TDP1 cell noCPT 8.2µM*, KAT2A inh -2% and TDP1 inh 8%.
Screening CN(CC(=O)NCC(=O)Nc1ccc(F)cc1)C1CCS(=O)(=O)C1 (stereo unspecified) returned TDP1 cell noCPT -3%, KAT2A inh -5% and TDP1 inh 1%.
`Cc1cc(C(=O)NCc2ccc(S(N)(=O)=O)cc2)c(C)o1` gave TDP1 cell noCPT -1% and TDP1 inh -3%.
COc1cc(Cn2c(=O)sc3ccccc32)ccc1OCCC(C)C was read as TDP1 cell noCPT inconclusive, KAT2A inh -7% and TDP1 inh -5%.
`O=C(Cc1ccccc1)Nc1cc2c(cc1Cl)OCCCO2` gave TDP1 cell noCPT -2%, KAT2A inh 0% and TDP1 inh 2%.
CCOC(=O)c1nnn(-c2nonc2-n2cccc2)c1-c1cccc([N+](=O)[O-])c1 was read as TDP1 cell noCPT inconclusive, KAT2A inh -10% and TDP1 inh 8%.
COc1ccc(-c2cn3c(n2)sc2cc(C(=O)Nc4cccc(SC)c4)ccc23)cc1 was read as TDP1 cell noCPT 6.5µM*, KAT2A inh -14% and TDP1 inh 1%.
For CC1=C(C(N)=O)C(c2cccnc2)n2nc(-c3cccc(Cl)c3)nc2N1 (stereo unspecified) the results were TDP1 cell noCPT -24%, KAT2A inh 0% and TDP1 inh 7%.
CC(C)Oc1ccccc1OCCN(C)C was read as TDP1 cell noCPT -16%, KAT2A inh -2% and TDP1 inh -1%.
`CCOC(=O)c1c(CSc2ccc(C)cc2)oc2ccc(O)cc12` gave TDP1 cell noCPT inconclusive, KAT2A inh -11% and TDP1 inh 4%.
For COc1ccc(CC(=O)Nc2nc(-c3cccnc3)cs2)cc1 the results were TDP1 cell noCPT 26µM*, KAT2A inh 0% and TDP1 inh 0%.
`O=S(=O)(c1ccc(Br)s1)N1CCN(c2ccnc3cc(Cl)ccc23)CC1` gave TDP1 cell noCPT 18µM*, KAT2A inh -12% and TDP1 inh -10%.
CC1CCCC(C(=O)O)N1C(=O)CCS (stereo unspecified) was read as TDP1 cell noCPT -7%, KAT2A inh -10% and TDP1 inh 2%.
Screening O=[N+]([O-])c1ccccc1S(=O)(=O)NCCSCc1ccco1 returned TDP1 cell noCPT inconclusive, KAT2A inh -13% and TDP1 inh 2%[56.1 µM].
CCCCCCCn1c(C)nnc1-c1cnn(C)c1N was read as TDP1 cell noCPT 7%, KAT2A inh -4% and TDP1 inh 6%.
CCC(=O)NS(=O)(=O)c1ccc(N=NN2CCCCC2)cc1 was read as TDP1 cell noCPT 9%, KAT2A inh -1% and TDP1 inh 1%.
`CN1CCN(c2ccc(C(=O)c3cn(-c4ccc(F)c(Cl)c4)nn3)cc2)CC1` gave TDP1 cell noCPT 16µM*, KAT2A inh 0% and TDP1 inh 2%.
For CN(CC(=O)Nc1cccc(F)c1)C(=O)c1cc(S(=O)(=O)N2CCCCC2)ccc1N1CCOCC1 the results were TDP1 cell noCPT inconclusive, KAT2A inh -12% and TDP1 inh 0%.
For C/C(=C\c1ccccc1)CN1CCN(c2cccc(Cl)c2)CC1 the results were TDP1 cell noCPT -9% and KAT2A inh -4%.
Screening CCOc1ccccc1NC(=O)CSc1nnc2c(CC)c(C)nc(N)n12 returned TDP1 cell noCPT -3%, KAT2A inh -5% and TDP1 inh 3%.
`CCCc1nc(SCC(N)=O)[nH]c(=O)c1CC` gave TDP1 cell noCPT -4%, KAT2A inh -3% and TDP1 inh 3%.
COc1ccccc1C1C=C(c2ccc(Cl)cc2)Nc2nc(NS(C)(=O)=O)nn21 (stereo unspecified) was read as KAT2A inh -29% and TDP1 inh 3%.
Screening COc1cc(/C=C2/C(=O)NN(c3ccc(Cl)cc3)C2=O)cc(OC)c1O returned TDP1 cell noCPT 16% and KAT2A inh 1%.
Screening CN(CCc1ccccn1)C(=O)c1cccnc1Oc1ccccc1 returned TDP1 cell noCPT 9% and KAT2A inh -7%.
C=CCN(C(=O)c1csnn1)C(C(=O)NC1CCCCC1)c1ccc(Cl)cc1 (stereo unspecified) was read as TDP1 cell noCPT inconclusive, KAT2A inh -2% and TDP1 inh 2%[0.0935 µM].
CC1CN(c2ccc([N+](=O)[O-])c(NCCOc3ccccc3)c2)CC(C)N1 (stereo unspecified) was read as TDP1 cell noCPT inconclusive, KAT2A inh -3% and TDP1 inh 8%.
`COc1ccc(S(=O)(=O)N(CC(=O)NCCSc2ccc(C)cc2)c2ccc(C)cc2)cc1` gave TDP1 cell noCPT 23µM* and KAT2A inh 0%.
For Cc1ccc(C(=O)NC(C)CCc2ccccc2)cc1S(=O)(=O)N1CCOCC1 (stereo unspecified) the results were TDP1 cell noCPT inconclusive, KAT2A inh -5% and TDP1 inh 1%.
Screening O=C(CSc1nnc(-c2cccnc2)s1)Nc1cccc(C(=O)O)c1 returned TDP1 cell noCPT -3%, KAT2A inh 0% and TDP1 inh 5%.
Screening O=C(NCCS(=O)(=O)N1CCCC1)c1ccccc1 returned TDP1 cell noCPT -14% and KAT2A inh 1%.
For CC(C)CC(=O)Nc1cccc(-c2cn3cccnc3n2)c1 the results were TDP1 cell noCPT -27%, KAT2A inh -3% and TDP1 inh -3%.
Screening Oc1ccc(N=Nc2ccccc2-c2nn[nH]n2)c(O)c1 returned TDP1 cell noCPT -19% and KAT2A inh -3%.
`COc1ccc(CNC(=O)C(C)n2ccc3cc(S(=O)(=O)N4CCCCCC4)ccc32)cc1` (stereo unspecified) gave TDP1 cell noCPT inconclusive, KAT2A inh -10% and TDP1 inh 0%.
CCN(CCCNC(=O)c1ccc(Sc2ccc(Cl)cc2)c(NC(C)=O)c1)c1cccc(C)c1 was read as TDP1 cell noCPT inconclusive, KAT2A inh -10% and TDP1 inh 13%.
`CCN(CC)S(=O)(=O)c1ccc(NN=c2c(=O)c3ccccc3c2=O)cc1` gave TDP1 cell noCPT 0% and KAT2A inh -6%.
Screening CCOc1ccc(C(C(=O)NCC2CCCO2)N(CCc2cccc(C)c2)C(=O)c2snc(C(N)=O)c2N)cc1 (stereo unspecified) returned TDP1 cell noCPT inconclusive, KAT2A inh -15% and TDP1 inh 4%.
`CC(=O)N1CCc2c(sc3c2c(=O)n(-c2ccc(F)cc2)c(=O)n3Cc2ccc(C#N)cc2)C1` gave TDP1 cell noCPT inconclusive, KAT2A inh -2% and TDP1 inh 6%.
Screening CC1(C)CC(=O)c2cc(NC(=O)c3ccccc3)c(=O)oc2C1 returned TDP1 cell noCPT inconclusive, KAT2A inh -15% and TDP1 inh 8%.
`O=C(/C=C/C=C/c1ccc2c(c1)OCO2)N1CCCCC1` gave TDP1 cell noCPT inconclusive, KAT2A inh -7%&-12% and TDP1 inh 11%[56.1 µM].
Screening CN1CCN(S(=O)(=O)c2ccc(NC(=O)c3ccco3)cc2)CC1 returned TDP1 cell noCPT 3% and TDP1 inh 0%.
Screening COc1ccc(C2c3[nH]c4ccccc4c3C[C@H]3C(=O)N(c4ccccc4C(=O)N4CCC[C@@H]4C(=O)O)C(=O)N23)cc1 (stereo partly specified) returned TDP1 cell noCPT -1% and KAT2A inh -14%.
`CC1CCN(C(=O)c2[nH]cnc2C(=O)Nc2ccc(Cl)cc2)CC1` gave TDP1 cell noCPT inconclusive, KAT2A inh inconclusive and TDP1 inh 1%.
O=[N+]([O-])c1cccc(N/N=C/c2cccc(O)c2O)c1 was read as TDP1 cell noCPT -23%, KAT2A inh -3% and TDP1 inh 10%.
`CC(=O)NC(=S)Nc1ccccc1C(=O)Nc1ccccc1` gave TDP1 cell noCPT inconclusive, KAT2A inh -14% and TDP1 inh -4%.
CC1CCc2cc(F)ccc2N1C(=O)CSc1nnc(-c2cccs2)n1C (stereo unspecified) was read as TDP1 cell noCPT -10%, KAT2A inh -8% and TDP1 inh 9%.

Entries listed so far that contain two or more sulfur atoms (9):
CC(C)c1ccc(NC(=O)c2ccc(NC(=O)CCS(=O)(=O)c3cccs3)cc2)cc1 was read as TDP1 cell noCPT -24%, KAT2A inh 0% and TDP1 inh 4%.
For CNC(=O)CSc1nc(SC)ns1 the results were TDP1 cell noCPT 11%, KAT2A inh -1% and TDP1 inh 6%.
Screening O=C1N=c2ccc(Br)cc2=C1c1sc(=S)n(NS(=O)(=O)c2ccccc2)c1O returned TDP1 cell noCPT -2%, KAT2A inh inconclusive and TDP1 inh 10%.
COc1ccc(-c2cn3c(n2)sc2cc(C(=O)Nc4cccc(SC)c4)ccc23)cc1 was read as TDP1 cell noCPT 6.5µM*, KAT2A inh -14% and TDP1 inh 1%.
`O=S(=O)(c1ccc(Br)s1)N1CCN(c2ccnc3cc(Cl)ccc23)CC1` gave TDP1 cell noCPT 18µM*, KAT2A inh -12% and TDP1 inh -10%.
Screening O=[N+]([O-])c1ccccc1S(=O)(=O)NCCSCc1ccco1 returned TDP1 cell noCPT inconclusive, KAT2A inh -13% and TDP1 inh 2%[56.1 µM].
`COc1ccc(S(=O)(=O)N(CC(=O)NCCSc2ccc(C)cc2)c2ccc(C)cc2)cc1` gave TDP1 cell noCPT 23µM* and KAT2A inh 0%.
Screening O=C(CSc1nnc(-c2cccnc2)s1)Nc1cccc(C(=O)O)c1 returned TDP1 cell noCPT -3%, KAT2A inh 0% and TDP1 inh 5%.
CC1CCc2cc(F)ccc2N1C(=O)CSc1nnc(-c2cccs2)n1C (stereo unspecified) was read as TDP1 cell noCPT -10%, KAT2A inh -8% and TDP1 inh 9%.
